LYP inh 2 = inhibitors of human LYP (PTPN22) phosphatase; recombinant LYP catalytic domain, DiFMUP fluorescence; inhibition, % at 2 µM; 0.21% of 96,000 active; AID 640;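 active = inhibition at 2 µM at or above a set limit, the screen mean plus 3 SD, cut at about 24% in these data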;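 also: 0% = DMSO with enzyme and 100% = enzyme fully blocked by orthovanadate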
Target sequence (Q9Y2R2 whole entry, looked up, the tested form may be a part): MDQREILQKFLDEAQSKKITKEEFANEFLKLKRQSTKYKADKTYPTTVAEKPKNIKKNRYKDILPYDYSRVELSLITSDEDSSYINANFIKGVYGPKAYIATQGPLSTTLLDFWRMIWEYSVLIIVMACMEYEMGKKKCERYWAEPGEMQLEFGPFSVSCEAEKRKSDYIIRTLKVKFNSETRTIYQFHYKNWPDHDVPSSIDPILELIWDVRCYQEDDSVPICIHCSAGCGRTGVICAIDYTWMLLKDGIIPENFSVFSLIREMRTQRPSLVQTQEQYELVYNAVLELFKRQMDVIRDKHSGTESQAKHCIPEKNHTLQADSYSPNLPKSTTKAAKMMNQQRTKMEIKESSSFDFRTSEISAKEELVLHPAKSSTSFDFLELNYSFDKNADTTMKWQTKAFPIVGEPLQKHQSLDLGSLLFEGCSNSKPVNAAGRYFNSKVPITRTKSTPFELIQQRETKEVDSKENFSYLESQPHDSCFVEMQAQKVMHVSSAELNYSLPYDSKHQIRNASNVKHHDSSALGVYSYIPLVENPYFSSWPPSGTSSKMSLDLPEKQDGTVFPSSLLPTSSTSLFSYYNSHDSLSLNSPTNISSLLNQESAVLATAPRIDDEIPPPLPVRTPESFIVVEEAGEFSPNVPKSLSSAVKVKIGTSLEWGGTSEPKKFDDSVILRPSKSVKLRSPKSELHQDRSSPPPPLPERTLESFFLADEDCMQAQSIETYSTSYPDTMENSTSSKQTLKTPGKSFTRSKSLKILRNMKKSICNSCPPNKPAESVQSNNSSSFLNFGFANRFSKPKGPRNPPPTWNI
CYP2C9 inhib = blocks human cytochrome P450 2C9. 20% of 96,000 active. CYP2C9 Supersomes, luciferin-H conversion, luminescence. P11712. inhibition, % at 5 µM;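 active = blocking of liver enzyme CYP2C9 beyond about 50% at 5 µM, limit read from the data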; also: values of inactives mirror those of a sister screen read the other way
hDAT+cocaine = human DAT dopamine uptake with cocaine, either direction; Q01959; AID 449768; 1.3% of 110,000 active; B-score at 10 µM; LLC-PK1 hDAT cells, [14C]-dopamine uptake with cocaine IC80; actives deviate in either direction;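 active = Z score or B-score, a plate-position-corrected score, falls beyond the plate's 99.7% confidence bounds, in either direction; inactive = both scores lie inside the 99.7% bounds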;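 also: scored against the spread of the other compound wells on the same plate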
PTPN22 act = increases human PTPN22 phosphatase activity; Q9Y2R2; recombinant LYP, DiFMUP fluorescence; 0 = plate median, 100 = signal doubled; activation, % at 2 µM; 0.11% of 96,000 active; AID 697;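 active = activation at 2 µM above a set limit, the mean plus 5 SD, cut at about 37% in these data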
CYP2C9 act = CYP2C9 (human) activation; P11712; recombinant CYP2C9, luciferin-H conversion, luminescence; hits give high values; factor 1 = untreated enzyme, 0 = blocked; activation factor at 5 µM; 1.4% of 96,000 active; AID 1024;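 active = activation factor of 2 or more for CYP2C9 at a 5 µM dose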;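 also: 0 = sulfaphenazole-blocked wells and 1 = vehicle-only wells; values of inactives mirror those of a sister screen read the other way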
PostGolgi ctrl = growth of the yeast control strain, post-Golgi counter-screen; 5% of 98,000 active; inhibition, % at 10 µM; efflux-deficient yeast background strain, growth absorbance A615, 16 h
PTK2B oligo ant = Pyk2 (human) oligomerization antagonism; z-score (the deposit names both 25 µM and 10 µM); Q293 cells, Pyk2 FERM NanoBiT luminescence; hits give low values; AID 1347419; Q14289; 0.83% of 99,000 active;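 active = Z-score of -3 or lower, scaled per plate to the spread of control and sample wells; inactive = z-score above -3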;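 also: negative z-score means lost luminescence so less FERM oligomerization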
PostGolgi yeast = growth inhibition of a yeast mutant, post-Golgi transport screen; 0.9% of 98,000 active; AID 739; post-Golgi transport phenotypic cell assay; inhibition, % at 10 µM;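 also: yeast cells grown in 1536-well plates; yeast grown about 18 h at 30C before absorbance read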
E coli WT exp = E. coli BW25113 growth inhibition, expanded screen | growth inhibition, % at 100 µM | OD600 absorbance | 0.15% of 98,000 active;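 active = growth inhibition above about 50% at one test dose, limit read from the data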;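 also: growth measured after 20 h incubation at 37 °C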
Active calls of the source: *; nt = not tested or not shown. Rule as the data show it, unless noted: active = inhibition above about 30%; inactive = the rest.

SMILES	LYP inh 2	CYP2C9 inhib	hDAT+cocaine	PTPN22 act	CYP2C9 act	PostGolgi ctrl	PTK2B oligo ant	PostGolgi yeast	E coli WT exp
Cc1ccc(CSc2nc3c(c(=O)[nH]2)CCC3)cc1	-5.8	56.1*	-1.08	2.2	0.4	6.7	0.35	0.2	-13.0
Cc1cc(C)c(NC(=O)COc2ccccc2C(=O)Nc2ccc3c(c2)oc2ccccc23)c(C)c1	15.3	96.8*	0.00738	-15.4	0	-5.3	0.2	-7.4	-13.0
O=C(c1ccc(Cl)c(S(=O)(=O)N2CCOCC2)c1)N1CCN(Cc2ccccc2)CC1	0.6	nt	0.853	-0.9	nt	nt	0.2	nt	nt
CCCCOC(=O)CSc1nnc(N)s1	-5.3	15.8	-2.4*	2.0	0.8	1.1	0.55	1.5	3.0
CCOC(=O)c1nn(-c2ccc(OC)cc2)c(=O)c2c(N)scc12	-0.8	14.8	1.34	-0.6	0.9	4.4	0.16	11.8	-6.0
O=C1c2cccc3cccc(c23)C(=O)N1c1ccc2ncccc2c1	7.0	nt	0.466	-8.3	nt	nt	-1.07	nt	nt
COc1ccc(OCC(=O)NNC(=O)c2ccc(-c3ccccc3)cc2)cc1	-1.6	-3.2	nt	4.7	1	-1.9	0.92	-5.6	-6.0
CNC(=O)NC(=O)CSc1ncc(C(F)(F)F)cc1Cl	0.8	-20.8	1.1	-2.9	1.2	7.7	1.34	-3.2	3.0
CCOC(=O)N1CCC(NC(=O)CCS(=O)(=O)c2ccc3c(c2)CCN3C(=O)CC)CC1	5.4	0.9	0.138	-7.5	1	13.1	0.6	-0.7	6.0
CCOC(=O)C1=C(CSc2n[nH]c(N)n2)NC(=O)NC1C (centres undefined)	-0.7	9.8	-1.23	-1.1	0.9	24.3	0.1	18.3	-3.0
Cc1noc(C)c1S(=O)(=O)N1CCCC(C(=O)N2CCN(C3CCCCC3)CC2)C1 (centres undefined)	nt	19.0	nt	nt	0.8	0.1	nt	-11.3	-1.0
Cn1c(=O)c2cc(S(=O)(=O)NC(C(=O)NC3CCCCC3)c3ccccc3)ccc2n(C)c1=O (centres undefined)	6.3	-2.5	-0.054	-8.9	1	6.1	nt	1.3	-6.0
CCCCN1c2ccccc2N(CCCO)c2cc(C)nnc21	0.8	64.6*	0.381	-1.2	0.4	5.4	-0.22	6.5	6.0
C[C@H](NC(=O)OC(C)(C)C)C(=O)NCC1CCC(C(=O)O)CC1 (some centres undefined)	-24.6	-22.2	-0.00373	20.7	1.2	19.7	0.18	0.8	-7.0
CCOC(=O)c1ccc(NC(=O)CNC(=O)c2ccccc2)cc1	3.8	7.9	0.288	-0.2	0.9	-1.1	1.42	-1.9	2.0
Cn1c(=O)[nH]c(=O)c2[nH]c(CN3CCN(C(=O)c4ccco4)CC3)nc21	-13.2	4.9	-0.984	11.7	1	3.3	1.5	7.7	5.0
O=C(NCCc1nc2ccccc2[nH]1)Nc1ccccc1	-1.8	32.6	0.00239	-0.2	0.7	9.3	-0.73	11.1	23.0
O=C(O)CSc1nnnn1-c1ccc2c(c1)OCCO2	1.4	3.5	0.708	-1.8	1	3.1	0.5	6.0	2.0
O=C(O)c1cc2nc(C3CC3)cc(C(F)(F)F)n2n1	3.0	-12.6	-0.175	-2.9	1.1	7.4	nt	-2.5	-8.0
CC(=O)c1cccc(NC(=O)NC2CC3CCCC(C2)N3CC(C)C)c1 (centres undefined)	-6.3	nt	0.766	4.4	nt	nt	0.27	nt	nt
O=C(CNCC1CCCO1)Nc1ccccc1N1CCCCCC1 (centres undefined)	4.8	18.7	-0.155	-3.5	0.8	5.4	0.91	0.6	11.0
COc1ccccc1OCC(O)CN1C(=O)NC(C)(C)C1=O (centres undefined)	6.9	36.2	0.596	-8.4	0.6	1.1	nt	2.7	-5.0
CC(C)Cn1c(N)c(C(=O)COC(=O)C2CCCCC2)c(=O)n(C)c1=O	nt	33.4	-1.56	nt	0.7	0.4	0.91	8.0	10.0
COc1cccc(C2C(C#N)=C(N)Oc3cc(C)oc(=O)c32)c1OC (centres undefined)	nt	74.5*	-0.432	nt	0.3	4.8	0.1	-4.2	-6.0
CC(=O)c1ccc(NC(=O)c2ccc3nc(-c4ccco4)c(-c4ccco4)nc3c2)cc1	7.5	27.2	-0.508	-5.7	0.7	-3.1	-0.35	-1.0	-7.0

A portion from further up:
SMILES	LYP inh 2	CYP2C9 inhib	hDAT+cocaine	PTPN22 act	CYP2C9 act	PostGolgi ctrl	PTK2B oligo ant	PostGolgi yeast	E coli WT exp
CC(=O)c1cccc(NC(=O)NC2CC3CCCC(C2)N3CC(C)C)c1 (centres undefined)	-6.3	nt	0.766	4.4	nt	nt	0.27	nt	nt
O=C(CNCC1CCCO1)Nc1ccccc1N1CCCCCC1 (centres undefined)	4.8	18.7	-0.155	-3.5	0.8	5.4	0.91	0.6	11.0

With a hit mark in hDAT+cocaine, among the entries above:
compound	LYP inh 2	CYP2C9 inhib	hDAT+cocaine	PTPN22 act	CYP2C9 act	PTK2B oligo ant
CCCCOC(=O)CSc1nnc(N)s1	-5.3	15.8	-2.4*	2.0	0.8	0.55

Some of the entries so far, with bars between the fields.
Compound | LYP inh 2 | CYP2C9 inhib | hDAT+cocaine | PTPN22 act | CYP2C9 act | PostGolgi ctrl | PTK2B oligo ant | PostGolgi yeast | E coli WT exp
COc1ccccc1OCC(O)CN1C(=O)NC(C)(C)C1=O (centres undefined) | 6.9 | 36.2 | 0.596 | -8.4 | 0.6 | 1.1 | nt | 2.7 | -5.0
CC(C)Cn1c(N)c(C(=O)COC(=O)C2CCCCC2)c(=O)n(C)c1=O | nt | 33.4 | -1.56 | nt | 0.7 | 0.4 | 0.91 | 8.0 | 10.0
COc1cccc(C2C(C#N)=C(N)Oc3cc(C)oc(=O)c32)c1OC (centres undefined) | nt | 74.5* | -0.432 | nt | 0.3 | 4.8 | 0.1 | -4.2 | -6.0
CC(=O)c1ccc(NC(=O)c2ccc3nc(-c4ccco4)c(-c4ccco4)nc3c2)cc1 | 7.5 | 27.2 | -0.508 | -5.7 | 0.7 | -3.1 | -0.35 | -1.0 | -7.0

The main list resumes, starting two compounds before the break.
SMILES	LYP inh 2	CYP2C9 inhib	hDAT+cocaine	PTPN22 act	CYP2C9 act	PostGolgi ctrl	PTK2B oligo ant	PostGolgi yeast	E coli WT exp
COc1cccc(C2C(C#N)=C(N)Oc3cc(C)oc(=O)c32)c1OC (centres undefined)	nt	74.5*	-0.432	nt	0.3	4.8	0.1	-4.2	-6.0
CC(=O)c1ccc(NC(=O)c2ccc3nc(-c4ccco4)c(-c4ccco4)nc3c2)cc1	7.5	27.2	-0.508	-5.7	0.7	-3.1	-0.35	-1.0	-7.0
CCCn1c(=O)[nH]c(=O)c2c1nc(-c1ccc3c(c1)OCCO3)n2CCN1CCOCC1	-1.2	7.1	0.0398	-1.8	0.9	8.3	0.02	0.4	-12.0
c1ccc(-n2nnnc2OCCOc2nnnn2-c2ccccc2)cc1	2.4	33.7	-0.197	-2.9	0.7	24.1	0.43	-9.9	4.0
Cc1sc2ccccc2[n+]1CCC(C)S(=O)(=O)[O-] (centres undefined)	8.5	-29.4	-1.59	-4.9	1.3	4.8	0.4	1.9	-1.0
O=C(Nc1ccc(Cl)cc1Cl)C1CCC(=O)N1Cc1ccccc1Cl (centres undefined)	-2.7	33.4	0.00595	-1.5	0.7	13.6	-0.68	-4.7	2.0
C=Cn1ccnc1P(=S)(c1ccc2c(c1)c1ccccc1n2CC)c1nccn1C=C	-18.7	27.4	0.27	16.3	0.7	16.2	-1.05	-0.5	-11.0
CC(C)C(c1nnnn1Cc1ccccc1)N(CCCO)Cc1cc2cc3c(cc2[nH]c1=O)OCO3 (centres undefined)	-2.8	18.7	-0.0968	0.3	0.8	8.9	0.17	8.1	-3.0
COc1ccccc1-c1ccc(Nc2ccc(C(=O)N3CCOCC3)cc2)nn1	-4.8	nt	0.982	2.9	nt	nt	-0.59	nt	nt
O=C(O)[C@@H]1CCCN1c1ncnc2sc3c(c12)CCC3	-5.2	4.9	-0.381	9.6	1	4.4	0.8	-2.7	-3.0
O=C1CC(c2ccc(S(=O)(=O)NCCOc3ccccc3)cc2)CN1 (centres undefined)	4.1	32.0	-0.237	-4.8	0.7	1.5	0.6	17.7	-9.0
CCc1cc2c(=O)c(-c3nc4ccccc4n3C)coc2c(CN2CCN(C)CC2)c1O	-1.4	-11.7	-0.242	-1.8	1.1	8.0	0.95	-6.5	3.0
COc1ccc(CNc2nc3ccccc3n2CCN2CCOCC2)cc1	-6.8	nt	0.643	3.1	nt	nt	1.22	nt	nt
C=CCn1c(-c2cccn(Cc3ccc(Cl)cc3)c2=O)n[nH]c1=S	5.7	28.1	nt	-2.5	0.7	3.7	0.97	0.0	6.0
O=C(NCC1CCCO1)C1CC(c2ccc(Cl)c(Cl)c2)=NO1 (centres undefined)	-1.3	-148.2	-0.152	0.7	2.5*	10.6	-0.07	0.0	9.0
O=S(=O)(/N=C(/Nc1ccccn1)c1ccccc1)c1ccc(Cl)cc1	5.7	29.0	0.23	-0.7	0.7	1.5	-0.74	-4.8	-5.0
CCC(Sc1nc2ccccc2s1)C(=O)Nc1cc(C)on1 (centres undefined)	-3.5	nt	-0.0312	2.1	nt	nt	0.82	nt	nt
CC(C)C(=O)N1C2CCC1CC(O)(c1ccc(F)cc1)C2 (centres undefined)	7.2	20.9	-0.00767	-7.3	0.8	-1.4	0.93	0.2	-5.0
Cc1ccc(NC(=S)NNC(=O)c2ccco2)cc1	-11.2	0.3	0.799	14.7	1	-4.6	0.98	-7.9	-5.0
CCOC(=O)c1c(C)oc2c1c1c(c3ccccc32)OCN(Cc2cccnc2)C1	5.1	53.5*	0.0398	-1.5	0.5	35.2*	-0.89	9.0	-10.0
CC(=O)Nc1c(C(=O)N2CCOCC2)sc2nc3c(cc12)COC(C)(C)C3	-3.2	-24.4	-0.221	1.4	1.2	4.8	0.71	-1.1	-3.0
CCOC(=O)C1=C(C)N(c2ccc(C)cc2)C(=O)/C1=C\c1cccs1	4.4	6.9	-1.21	-4.7	0.9	9.4	-1.33	8.3	3.0
COc1ccccc1OCC(=O)OCC(=O)Nc1ncc(Cl)cc1Cl	7.7	-18.3	0.175	-8.8	1.2	9.5	-0.49	6.2	1.0
O=C(CSc1nnc(CNC(=O)c2c(F)cccc2Cl)o1)c1ccccc1	-3.3	nt	1.25	-0.9	nt	4.0	-0.05	0.2	-3.0
CCN1CCCC1CNC(=O)c1cc2c(=O)n(C)c3ccccc3c2n1C (centres undefined)	-4.3	8.3	0.0314	3.2	0.9	10.1	nt	-1.0	-11.0
COCCn1nnnc1C(c1ccccn1)N1CCN(c2cccc(C)c2C)CC1 (centres undefined)	5.5	nt	-0.00189	-5.0	nt	nt	-0.36	nt	nt
CC1(C)CC(n2c(NCCO)nc3c(c2=O)C2(CCCC2)Cc2ccccc2-3)CCO1 (centres undefined)	nt	84.4*	1.88	nt	0.2	25.6	-0.39	4.4	0.0
O=C(O)C1CCCCC1C(=O)NCCCN1CCOCC1 (centres undefined)	-13.7	-0.4	0.079	12.0	1	15.4	-0.86	-9.4	-2.0
COc1ccc(C2=NOC(C(=O)NCc3ccccn3)C2)cc1 (centres undefined)	3.9	35.8	0.32	-1.1	0.6	11.1	1.23	6.4	7.0

Compound activity: PubChem, several laboratories
